aSyn yeast inh: rescues yeast growth from alpha-synuclein toxicity. Yeast expressing alpha-synuclein, growth rescue, BacTiter-Glo, 24 h. Potency, µM (top dose mostly 46.1 µM), inactives show top-dose growth rescue (activation), usual class: activators. 0.14% of 370,000 active; also: potency is read from the fitted curve at half-maximal effect; % of control where 0% means no effect; nearly all actives have a fitted effect of over 65% in size
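Galactose-induced alpha-syn yeast (OD600=0.02, raffinose-pregrown) + pinned cpd, 24 hr, 30 deg C; growth by BacTiter-Glo luminescence. Growth restoration scores as activation.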
FUS yeast rescue: suppressors of FUS proteinopathy in yeast; S. cerevisiae FUS-expressing, growth rescue, OD600, 24 h; Potency, µM (highest dose often 76.6 µM), inactives show at the highest dose growth rescue (activation), usual class: activators; 0.24% of 390,000 active;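 also: potency is read from the fitted curve at half-maximal effect; plate controls were DMSO vehicle for no effect and reference control for full effect; nearly all actives have a fitted effect of over 55% in size; some results filed as inactive show a strong effect at the top dose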
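Galactose (2%) drives FUS expression in yeast precultured in raffinose; seeding density OD 0.005. Test compounds incubated 24hr at 30C and 99% humidity before absorbance at 600 nm was measured.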
PTHR1 agonist: agonists of human PTHR1 parathyroid hormone receptor. Q03431. HEK293 GP2 PTHR1 cells, GloSensor cAMP luminescence, 1 h. Potency, µM (top dose mostly 115 µM), for the others: at the top dose activation, usual class: activators. 0.075% of 410,000 active; also: potency is read from the fitted curve at half-maximal effect; nearly all actives have a fitted effect of over 55% in size; some results filed as inactive show a strong effect at the top dose; inactives centre near -15; many of its hits are not listed in these tables
Target sequence (Q03431 whole entry, looked up): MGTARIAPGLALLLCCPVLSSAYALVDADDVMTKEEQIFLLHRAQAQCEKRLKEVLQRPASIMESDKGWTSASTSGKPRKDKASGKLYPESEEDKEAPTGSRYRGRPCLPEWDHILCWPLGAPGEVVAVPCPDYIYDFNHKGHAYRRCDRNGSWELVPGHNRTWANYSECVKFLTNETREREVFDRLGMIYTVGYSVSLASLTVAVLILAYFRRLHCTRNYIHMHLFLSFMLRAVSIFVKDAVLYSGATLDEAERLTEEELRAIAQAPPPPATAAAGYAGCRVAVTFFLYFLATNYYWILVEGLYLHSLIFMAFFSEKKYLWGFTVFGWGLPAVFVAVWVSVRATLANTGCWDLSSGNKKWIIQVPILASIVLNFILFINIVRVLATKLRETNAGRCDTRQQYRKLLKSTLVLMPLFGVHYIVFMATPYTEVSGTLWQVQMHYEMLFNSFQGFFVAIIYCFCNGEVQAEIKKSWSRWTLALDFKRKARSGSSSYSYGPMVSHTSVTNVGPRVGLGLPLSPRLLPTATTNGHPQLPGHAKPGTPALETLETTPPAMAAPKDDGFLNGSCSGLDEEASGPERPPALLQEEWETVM
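HEK-293-derived GP2 cells expressing PTHR1 and a GloSensor cAMP reporter, 3,000/well, plated overnight, given luciferin plus IBMX (each 0.5 mM as added) for 1 h at 37 °C, then compound for 1 h at 37 °C. Luminescence was read after 15 min at room temperature.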
GLP-1R inv ag: inverse agonists of human GLP-1 receptor. P43220. HEK293 GLP-1R CRE-luciferase, luminescence, 24 h; GLP-1R form is constitutively active. Potency, µM (doses to about 38.3 µM), for the others: top-dose activity change, negative = inhibition, actives largely listed as inhibitors. 1.6% of 410,000 active. AID 624417; also: potency is read from the fitted curve at half-maximal effect; % is scaled to controls: 0 for no effect and ±100 for the full control effect; nearly all actives have a fitted effect of over 55% in size
Target sequence (P43220 whole entry, looked up): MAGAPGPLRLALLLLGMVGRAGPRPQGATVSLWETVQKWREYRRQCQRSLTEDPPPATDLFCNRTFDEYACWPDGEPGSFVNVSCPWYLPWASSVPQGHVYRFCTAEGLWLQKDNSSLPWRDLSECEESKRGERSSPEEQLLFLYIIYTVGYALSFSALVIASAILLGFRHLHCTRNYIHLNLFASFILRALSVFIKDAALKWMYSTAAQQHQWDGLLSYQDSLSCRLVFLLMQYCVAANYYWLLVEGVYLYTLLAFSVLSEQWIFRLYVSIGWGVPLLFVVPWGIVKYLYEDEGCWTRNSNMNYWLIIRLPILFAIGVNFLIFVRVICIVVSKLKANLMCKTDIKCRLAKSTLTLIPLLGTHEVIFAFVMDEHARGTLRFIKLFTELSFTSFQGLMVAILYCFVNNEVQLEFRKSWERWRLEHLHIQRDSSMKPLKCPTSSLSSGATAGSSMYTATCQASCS
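GLP-1R inverse agonism mode: basal reporter luminescence in engineered HEK293 cells measured after one day of compound exposure at 37 deg C, with a 12 min room-temperature detection step.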
Mm-Cpn inhibitor: blocks the Methanococcus maripaludis chaperonin Mm-Cpn. 0.031% of 330,000 active. purified Mm-Cpn ATPase, ADP Transcreener TR-FRET. Potency, µM (titrated, usually from 76.9 µM), for the others: at the top dose activity, negative = inhibition, usual class: inhibitors; also: potency is read from the fitted curve at half-maximal effect; % is scaled to controls: 0 for no effect and ±100 for the full control effect; nearly all actives have a fitted effect of over 80% in size
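TR-FRET (320 nm excitation; 590 and 665 nm emission) reports ADP made from 10 uM ATP by 25 nM enzyme; compounds were preincubated 10 min, reaction run 30 min, both at 37°C.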
Abeta yeast res: restores growth of yeast expressing A-beta42 peptide; 0.063% of 410,000 active; Potency, µM (doses to about 46.1 µM), without a hit: at the top dose growth rescue, most hits filed as activators; yeast expressing A-beta42, growth rescue, OD600, 48 h; response scale: 0% DMSO, 100% iron-clioquinol control; AID 1347071; also: potency is read from the fitted curve at half-maximal effect; nearly all actives have a fitted effect of over 55% in size
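Yeast A-beta toxicity model in growth medium with pinned compounds, 48 h at 30 C; growth read as absorbance at 600 nm. Normalized to FeCl3/clioquinol equimolar mix (positive) and DMSO (negative).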
pAkt inh: Akt phosphorylation inhibition | activity change, % for hits at 50 µM | 0.32% of 360,000 active | Neuro2A IGF-stimulated pAkt S473 HTRF, 20 min; stronger effect = lower value; in the data active = activity change below about -80%; inconclusive = mostly about -51% to -80%; also: % is scaled to controls: 0 for no effect and ±100 for the full control effect
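Neuro2A cells (4,500/well, DMEM with 0.5% FBS) were treated with compound at a single 50 µM final concentration, stimulated with 6 nM IGF for 20 min at 37 °C, and lysed. Phospho-Akt Ser473 was read by HTRF as 665/615 ratio ×10^4.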
HEK293 tox: cytotoxic in the GLP-1 receptor inverse agonist counter-screen; HEK293 cAMP-luciferase reporter cells, luminescence, 24 h; AID 624418; Potency, µM (highest dose often 38.3 µM), for inactives: at the highest dose activity change, negative = inhibition, actives largely listed as inhibitors; 0.13% of 410,000 active;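 also: loss of luciferase light is scored as toxicity; potency is read from the fitted curve at half-maximal effect; % is scaled to controls: 0 for no effect and ±100 for the full control effect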
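Compound-treated cells are incubated 24 hr at 37 deg C under 5% CO2 after a 12 hour attachment period, then luciferase detection reagent is added and luminescence is measured following 12 min at room temperature; lowered signal indicates toxicity.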
TDP43 rescue: TDP-43 toxicity inhibition in yeast; Potency, µM (highest dose often 46.1 µM), without a hit: top-dose growth rescue (activation), actives largely listed as activators; 1.8% of 410,000 active; TDP-43 expressing yeast growth rescue, BacTiter-Glo, 24 h; also: potency is read from the fitted curve at half-maximal effect; % of control where 0% means no effect; nearly all actives have a fitted effect of over 50% in size
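Yeast expressing TDP-43 (pregrown in raffinose, seeded at OD600=0.02 in galactose medium) exposed to compounds 24 hr at 30 deg C. Growth read by BacTiter-Glo luminescence; rescue of toxicity appears as increased signal.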
* marks the source's active call; other numbers are inactive results; i = inactive; ? = inconclusive; / = no result given; [ ] = dose if it differs, or a comment. Unless noted, calls follow the shape of the dose curve; as a rule, active = well fitted curve in the direction sought with a large enough effect; inconclusive = small, poorly fitted or top-dose-only effect, or another doubt; inactive = no such curve, though single readings can be large; an effect the other way counts as inactive or inconclusive. The list is partial (hit frequency here may not be typical).

no.	Molecule	aSyn yeast inh	Mm-Cpn inhibitor	Abeta yeast res	pAkt inh	GLP-1R inv ag	FUS yeast rescue	HEK293 tox	PTHR1 agonist	TDP43 rescue
1	COc1ccc2[nH]cc(C(=O)CN(C)CCc3ccc(OC)c(OC)c3)c2c1	-3%	1%	6%	i	-27%	24%	-11%	-9%	-18%
2	CC(C)OCCCNC(=O)c1cc(S(=O)(=O)N2CCc3ccccc32)cn1C	-2%	1%	-1%	i	2%	27%	4%	-31%[inhibitor]	11%
3	Cc1cc(C(=O)COC(=O)c2n[nH]c(=O)c3ccccc23)c(C)n1C	-4%	2%	-8%	i	15%	-15%	5%	-9%	-3%
4	Cc1ccccc1OCC(=O)NNC(=S)NC(=O)c1ccco1	?	-4%	?	i	?	23%	-17%	i	7.1µM*
5	CCOC(=O)C1CCCN(C(=O)c2cccc(S(=O)(=O)NCc3ccccc3)c2)C1 (stereo not drawn)	-5%	/	0%	i	-12%	-18%	-2%	-16%	11%
6	COc1ccc(OC)c(N(CC(=O)NN=C2CCN(C)CC2)S(=O)(=O)c2ccccc2)c1	2%	1%	3%	i	5%	14%	-1%	i	-5%
7	COCCCNC(=O)Cn1c(=O)oc2cc(S(=O)(=O)N3CC(C)CC(C)C3)ccc21 (stereo not drawn)	-1%	-3%	1%	i	-23%	15%	-6%	-21%	9%
8	Cn1c(=O)c2c(nc3n2CC(COc2ccc(Cl)cc2)O3)n(C)c1=O (stereo not drawn)	8%	-4%	-4%	i	14%	-6%	-15%	-30%	?
9	COc1ccc(C2C(C(=O)NCc3cccnc3)c3ccccc3C(=O)N2C)cc1OC (stereo not drawn)	0%	-1%	1%	i	34%[activator]	12%	-10%	-29%	15%
10	Cc1ccc(CNC(=O)C2CCCN(c3nnc(-n4c(C)ccc4C)s3)C2)cc1 (stereo not drawn)	/	/	-17%	/	-1%	44%	6%	i	-1%
11	Cc1cc(C)c(S(=O)(=O)Nc2nccs2)c(C)c1	1%	3%	-6%	i	3%	22%	10%	i	-7%
12	CSc1ccc(CNC(=O)Cn2nc(C)c3c(C)n(-c4ccc(C)cc4)nc3c2=O)cc1	0%	0%	-5%	/	-6%	-16%	3%	i	0%
13	Cc1ccc(S(=O)(=O)C2(S(=O)(=O)c3ccc(C)cc3)CCCC2)cc1	0%	1%	31%	i	?	?	-4%	i	25%
14	CCOC(=O)C1=C(C)Nc2ccccc2N=C1NC(=O)C(c1ccccc1)c1ccccc1	0%	-11%	-11%	i	?	1%	-1%	i	-6%[9.22 µM]
15	Cc1ccc(C(=O)c2ccccc2C(=O)OCC(=O)NC(=O)NC(C)(C)C)cc1	15%	-7%	10%	i	-9%	9%	2%	-2%	/
16	C/C(CC(=O)Nc1ccccc1C#N)=N\NC(=O)c1ccncc1	5%	0%	-3%	i	-10%	-2%	8%	i	-4%
17	Cc1ccc(SCC(=O)OC(C)C(=O)NC2CCCCC2C)c(C)c1 (stereo not drawn)	-7%	1%	-5%	i	6%	8%	-23%	i	11%
18	COCCN1C(=O)CCC1(C)c1nnnn1-c1ccc2c(c1)OCCO2 (stereo not drawn)	-5%	/	-6%	i	27%	-19%	4%	-21%	?
19	COCCCNc1ccn2nc(-c3ccc(OCc4ccccc4)cc3)cc2n1	2%	/	-11%	i	-17%	4%	-8%	-55%[inhibitor]	18%
20	Cc1cc(Cl)ccc1OC(C)C(=O)NNC(=O)C1CCCCC1C(=O)O (stereo not drawn)	-1%	0%	11%	i	-15%	6%	?	25%	-4%
21	Cc1nc(N2CCCCC2)c2sc(=S)n(C)c2n1	7%	-6%	-1%	i	14%	-28%	8%	i	7%
22	COC(=O)CNc1nc(OC)nc(N(C)C)n1	-3%	-3%	6%	i	2%	13%	-1%	i	-11%
23	CC(C)CSc1ccc(S(=O)(=O)NCC(=O)O)cc1[N+](=O)[O-]	0%	3%	-17%	i	12%	11%	-4%	14%	-9%
24	O=C(NCc1ccccc1)c1cc(S(=O)(=O)N2CCC3(CC2)OCCO3)ccc1F	-3%	2%	1%	i	-22%	14%	-4%	-41%	-15%
25	O[C@@H]1C[C@H](c2ccc(Cl)cc2)N(Cc2cccs2)C[C@H]1n1cc(-c2ccc(F)cc2)nn1	8%	/	13%	i	?	4%	1%	-23%	18%
26	O=C(NCc1ccc2c(c1)CCN2C(=O)c1ccccc1)c1ccccc1	/	/	10%	/	1%	4%	-6%	i	24%
27	CCCC(=O)Nc1nc2ccc(NC(=O)c3cccnc3)cc2s1	6%	3%	-5%	i	1%	-4%	-39%	-18%[57.5 µM]	-16%
28	Cc1ccc2cc3c(NC(=O)c4ccco4)nn(CC(C)C)c3nc2c1	3%	-3%	23%	/	0%	-5%	44%[activator]	i	8%
29	CC(=O)N1CCc2cc(N=NC3=C(O)CC(C)(C)CC3=O)ccc21	12%	1%	-12%	i	2%	8%	-12%	-43%[inhibitor]	-14%
30	O=C(C[C@H]1C=C[C@@H](NS(=O)(=O)c2ccccc2)[C@@H](CO)O1)NCc1ccc(Cl)c(Cl)c1	2%	/	-4%	i	-23%	27%	-5%	-2%	12%
31	COc1ccc(C2CC=C(C(C)=O)CN2S(=O)(=O)c2ccc(C)cc2)cc1 (stereo not drawn)	4%	/	8%	i	17%	42%	-3%	-54%[inhibitor]	7%
32	O=C(CC1CCCC1)NCCc1cn2ccccc2n1	-5%	0%	7%	i	5%	-18%	7%	i	16%
33	COc1ccc(-c2coc3cc(OC4OC(CO)C(O)C(O)C4O)cc(O)c3c2=O)cc1 (stereo not drawn)	4%[1.84 µM]	1%	5%	i	43%[activator]	22%	5%	-7%	-4%
34	CCOc1ccc(-n2nc(C(=O)NCCOC)c3ccccc3c2=O)cc1	-14%	-2%	-4%	i	2%	-7%	-5%	-25%[57.5 µM]	24%
35	O=C(/C=C/Sc1ccc(C(F)(F)F)cn1)c1ccccc1	6%	2%	-16%	i	11%	2%	8%	-36%[inhibitor]	29%
36	NC(=O)C1CCCN(C(=O)c2[nH]c(C(F)(F)F)nc2-c2ccccc2)C1 (stereo not drawn)	?	/	-12%	i	19%	-33%	2%	-23%	18%
37	CC(CCc1ccccc1)NS(=O)(=O)c1ccccc1 (stereo not drawn)	0%	-2%	-5%	i	?	6%	-7%	-12%	26%
38	COc1cccc(NC(=O)N2CCC(C(N)=O)(N3CCCCC3)CC2)c1	-31%	0%	-6%	i	3%	-2%	-12%	-3%[57.5 µM]	-23%
39	O=C1CCC(=O)N1CCSC(=S)N1CCOCC1	2%	0%	5%	i	1%	-11%	17%	i	2%
40	Cc1c(N=C2SCC(=O)N2/N=C/c2ccccc2Cl)c(=O)n(-c2ccccc2)n1C	0%	-1%	18%	i	-29%	?	14%	?	1%
41	O=C(CSc1ccccc1)Nc1cccc(S(=O)(=O)N2CCOCC2)c1	3%	2%	-7%	i	-5%	2%	5%	-10%	11%
42	COc1cccc(NC(=O)COc2ccc(N3CC(C(=O)NCC(C)C)CC3=O)cc2)c1 (stereo not drawn)	1%	-9%	11%	i	5%	29%	5%	i	7%
43	CCCN(CCC)CCNC(=O)C1CCN(c2nc3ccc(CC)cc3s2)CC1	/	/	-15%	/	20%	12%	-8%	i	8%
44	CCCN1CCN(c2ccc(S(N)(=O)=O)cc2[N+](=O)[O-])CC1	1%	0%	/	i	14%	1%	-10%	?	4%
45	Cc1cc(Cl)ccc1OC(C)C(=O)Nc1ccc(C(=O)Nc2ccccc2C(=O)O)cc1 (stereo not drawn)	-60%[inhibitor]	-3%	-6%	i	-16%	?	-20%	-25%	-11%

3 compounds already listed, ordered by molecular weight, smallest number first:
no.	Molecule	aSyn yeast inh	Mm-Cpn inhibitor	Abeta yeast res	pAkt inh	GLP-1R inv ag	FUS yeast rescue	HEK293 tox	PTHR1 agonist	TDP43 rescue
44	CCCN1CCN(c2ccc(S(N)(=O)=O)cc2[N+](=O)[O-])CC1	1%	0%	/	i	14%	1%	-10%	?	4%
34	CCOc1ccc(-n2nc(C(=O)NCCOC)c3ccccc3c2=O)cc1	-14%	-2%	-4%	i	2%	-7%	-5%	-25%[57.5 µM]	24%
43	CCCN(CCC)CCNC(=O)C1CCN(c2nc3ccc(CC)cc3s2)CC1	/	/	-15%	/	20%	12%	-8%	i	8%

New compounds follow.
no.	Molecule	aSyn yeast inh	Mm-Cpn inhibitor	Abeta yeast res	pAkt inh	GLP-1R inv ag	FUS yeast rescue	HEK293 tox	PTHR1 agonist	TDP43 rescue
46	CSc1nn2c(C(F)(F)F)cc(C(F)(F)F)nc2c1C(N)=O	0%	-2%	-9%	i	12%	-14%	-10%	-12%	-1%
47	CC(=O)N1CCN(CC(=O)c2ccc(Br)cc2)CC1	-1%	-2%	5%	i	14%	/	-5%	i	1%
48	CN(C)S(=O)(=O)N1CCN(S(=O)(=O)c2ccccc2)CC1	8%	-7%	17%	i	0%	-12%	8%	i	16%
49	Cc1ccccc1-n1c(O)c(/C=C/C=Nc2ccccc2)c(=O)[nH]c1=O	-5%	0%	-2%	i	10%	/	-8%	-1%	20%
50	Cc1cc(SCC(=O)c2cc(C)n(C)c2C)nc2ccccc12	1%	-20%	-5%	i	26%	/	24%	-19%	6%
51	Cc1c(Cc2ccccc2)sc(/N=C/c2c(O)ccc3ccccc23)c1C(N)=O	24%	-7%	10%	i	?	?	397%[activator]	-27%	-2%
52	Cc1oc(-c2ccccc2F)nc1CS(=O)CC(=O)NCc1ccc(F)cc1 (stereo not drawn)	0%	2%	-3%	i	-25%	7%	-6%	i	-9%
